GPR151 ag: human GPR151 activation; Q8TDV0; PathHunter beta-arrestin GPR151 cells, luminescence; activation, % at 11.2 µM; hit rate 1% among 650,000; in the data active means activation above about 4.9%;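 further: 0% = median of compound wells and 100% = cells with positive control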
Target sequence (Q8TDV0 whole entry, looked up): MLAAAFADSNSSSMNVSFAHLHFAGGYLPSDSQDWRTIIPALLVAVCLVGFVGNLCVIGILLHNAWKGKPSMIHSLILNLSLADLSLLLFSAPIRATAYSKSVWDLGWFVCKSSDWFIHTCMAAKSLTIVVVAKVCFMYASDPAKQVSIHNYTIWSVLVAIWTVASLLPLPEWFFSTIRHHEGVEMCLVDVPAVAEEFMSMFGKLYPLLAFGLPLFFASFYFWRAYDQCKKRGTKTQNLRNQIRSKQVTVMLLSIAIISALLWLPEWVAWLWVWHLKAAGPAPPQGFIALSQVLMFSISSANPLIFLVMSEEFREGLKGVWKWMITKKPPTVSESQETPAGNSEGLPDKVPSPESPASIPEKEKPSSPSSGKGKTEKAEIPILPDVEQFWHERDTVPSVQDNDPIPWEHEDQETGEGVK
MITF primary: inhibitors of human MITF; hit rate 0.91% among 650,000; AID 1259374; O75030; inhibition, % at 2.6 µM; AlphaScreen MITF homodimerization, bead proximity signal; in the data active means inhibition above about 50%;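 further: 0% = vehicle wells with protein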
TEAD-YAP block: TEAD-YAP interaction inhibition. HEK-TIYL cells, TEAD-Gal4/YAP UAS-luciferase luminescence. inhibition, % at 9.12 µM. hit rate 1.4% among 640,000; in the data active means inhibition above about 32%;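 further: 0% = median of test compound wells and 100% = reference inhibitor wells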
FBW7 activator: human FBW7 E3 ligase activation, primary screen | Q969H0 | normalized activity (activation), % at 26.1 µM | AlphaScreen FBW7–phospho-cyclin E peptide binding, activator screen | hit rate 0.13% among 650,000 | AID 1259310; in the data active means normalized activity above about 1.9%;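 further: purified mutant Fbw7 with reduced substrate affinity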
Target sequence (Q969H0 whole entry, looked up): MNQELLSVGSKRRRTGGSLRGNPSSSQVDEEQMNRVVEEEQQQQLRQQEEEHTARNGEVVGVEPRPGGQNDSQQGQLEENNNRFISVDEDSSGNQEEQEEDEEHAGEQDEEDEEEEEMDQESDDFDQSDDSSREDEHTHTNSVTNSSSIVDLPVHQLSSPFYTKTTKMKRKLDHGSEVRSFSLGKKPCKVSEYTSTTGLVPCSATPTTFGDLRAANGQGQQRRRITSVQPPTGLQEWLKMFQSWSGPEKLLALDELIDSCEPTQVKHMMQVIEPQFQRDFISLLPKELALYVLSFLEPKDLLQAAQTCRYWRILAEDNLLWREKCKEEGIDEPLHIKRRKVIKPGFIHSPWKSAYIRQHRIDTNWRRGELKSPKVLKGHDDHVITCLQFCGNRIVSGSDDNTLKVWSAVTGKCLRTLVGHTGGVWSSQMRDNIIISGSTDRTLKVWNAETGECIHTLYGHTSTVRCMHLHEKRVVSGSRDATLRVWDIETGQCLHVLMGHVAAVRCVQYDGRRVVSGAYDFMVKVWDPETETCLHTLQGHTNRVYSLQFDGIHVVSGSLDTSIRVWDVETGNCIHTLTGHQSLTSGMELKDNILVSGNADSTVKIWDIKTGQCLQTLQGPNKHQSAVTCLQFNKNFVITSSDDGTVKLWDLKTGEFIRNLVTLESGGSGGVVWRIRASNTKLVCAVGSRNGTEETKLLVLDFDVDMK
The depositor's hits bear a star; & = joins results of further samples.

Results for O=C(Nc1ccccc1Cl)c1cccc(S(=O)(=O)N2CCOCC2)c1 ?
GPR151 ag: 0.3; MITF primary: 0.3; TEAD-YAP block: 7.4; FBW7 activator: -0.3

Results for Nc1cc(Nc2ccncn2)ncn1 ?
GPR151 ag: 2.1; MITF primary: 6.6; TEAD-YAP block: -6.2; FBW7 activator: -0.1

What do the screens show for `Cc1c(C(=O)Nc2cccc(C(F)(F)F)c2)sc2ncn(CC(=O)N3CCCCC3C)c(=O)c12` (stereo unspecified)?
GPR151 ag: 1.2; MITF primary: 4.5; TEAD-YAP block: -4.6; FBW7 activator: 0.0

What do the screens show for `CCC(=O)NCc1nnc(SC)n1Cc1ccccc1`?
GPR151 ag: -2.4; MITF primary: 22.1; TEAD-YAP block: 1.7; FBW7 activator: 0.0

How did CCCCOC(=O)CNS(=O)(=O)c1ccc(C)cc1 do in these assays?
GPR151 ag: -0.5; MITF primary: 7.0; TEAD-YAP block: 9.7; FBW7 activator: 0.1

How did CCNC(=S)N/N=C/c1ccc(C)s1 do in these assays?
GPR151 ag: -2.2; MITF primary: 1.5; TEAD-YAP block: -0.5; FBW7 activator: -0.2

Results for Cc1ccc2c(c1)c(=O)c1ccccc1n2CCCC(=O)Nc1cccc(Cl)c1 ?
GPR151 ag: 0.1; MITF primary: 4.0; TEAD-YAP block: 8.8; FBW7 activator: 0.3

How did Cc1ccccc1N1C(=O)/C(=C/c2ccc(-c3ccc(Cl)c(Cl)c3)o2)C=C1c1ccccc1 do in these assays?
GPR151 ag: -0.1; MITF primary: -0.2; TEAD-YAP block: -1.7; FBW7 activator: -0.1

What do the screens show for `N#Cc1cnn2c(-c3ccccc3)ccnc12`?
GPR151 ag: 0.2; MITF primary: 1.7; TEAD-YAP block: -1.0; FBW7 activator: -0.1

What do the screens show for `COc1cccc(NC(=O)CSC2=C(C#N)C(c3ccco3)C3=C(CCCC3=O)N2)c1` (stereo unspecified)?
GPR151 ag: 1.2; MITF primary: -14.3; TEAD-YAP block: 26.0; FBW7 activator: -0.1

Results for CCOc1ccccc1-n1c(SCCN2CCOCC2)nnc1-c1cccnc1 ?
GPR151 ag: 0.3; MITF primary: -2.2; TEAD-YAP block: 8.7; FBW7 activator: 0.0

Results for COc1cc(C2C(C#N)=C(N)Oc3n[nH]c(C)c32)ccc1OC(C)=O (stereo unspecified) ?
GPR151 ag: -1.6; MITF primary: -2.2; TEAD-YAP block: 12.0; FBW7 activator: -0.1

What do the screens show for `Cc1ccc(Cl)cc1NC(=O)CCn1c(=O)oc2ccccc21`?
GPR151 ag: 0.5; MITF primary: 15.5; TEAD-YAP block: 3.4; FBW7 activator: -0.1

What do the screens show for `O=C1N=C(N2CCOCC2)S/C1=C/c1cccc(Cl)c1`?
GPR151 ag: -0.2; MITF primary: 16.2; TEAD-YAP block: -25.5; FBW7 activator: -0.2

How did CCOc1ccc(N2CN=c3s/c(=C\c4ccccc4O)c(=O)n3C2)cc1 do in these assays?
GPR151 ag: -0.8; MITF primary: -5.6; TEAD-YAP block: 8.2; FBW7 activator: 0.2

Results for COC(=O)c1cn(C(=O)c2nn(C)cc2[N+](=O)[O-])c2ccccc12 ?
GPR151 ag: -0.6; MITF primary: -1.5; TEAD-YAP block: 8.7; FBW7 activator: 0.1

Results for O=C(Cc1ccccc1)Nc1ccc(I)cc1Cl ?
GPR151 ag: -0.3; MITF primary: 17.0; TEAD-YAP block: 2.1; FBW7 activator: 0.1

How did C=CCN(CC=C)S(=O)(=O)c1ncn[nH]1 do in these assays?
GPR151 ag: 1.8; MITF primary: 3.2; TEAD-YAP block: -0.4; FBW7 activator: -0.2

Results for CCCCn1c(CCc2cc(OC)c(OC)c(OC)c2)nc2cc(S(N)(=O)=O)ccc21 ?
GPR151 ag: 0.9; MITF primary: 8.1; TEAD-YAP block: -4.6; FBW7 activator: 0.0

Results for COc1ccc(Cl)cc1NC(=O)Nc1nnc(N2CCCCC2)s1 ?
GPR151 ag: 0.3; MITF primary: 6.6; TEAD-YAP block: -3.6; FBW7 activator: 0.4

The closing two records of the section before lead into the next.
Results for CCCCn1c(CCc2cc(OC)c(OC)c(OC)c2)nc2cc(S(N)(=O)=O)ccc21 ?
GPR151 ag: 0.9; MITF primary: 8.1; TEAD-YAP block: -4.6; FBW7 activator: 0.0

Results for COc1ccc(Cl)cc1NC(=O)Nc1nnc(N2CCCCC2)s1 ?
GPR151 ag: 0.3; MITF primary: 6.6; TEAD-YAP block: -3.6; FBW7 activator: 0.4

What do the screens show for `CC(C)(C)C1CCc2c(sc(NC(=O)c3ccco3)c2C(=O)N2CCCC2)C1` (stereo unspecified)?
GPR151 ag: 2.6; MITF primary: -7.7; TEAD-YAP block: -16.9; FBW7 activator: -0.1

What do the screens show for `O=C(CSCCO)Nc1nc(-c2ccc(-c3ccccc3)cc2)cs1`?
GPR151 ag: 0.4; MITF primary: 10.8; TEAD-YAP block: -0.6; FBW7 activator: 0.1

What do the screens show for `CN1C(C(=O)N2CCCC2)CC(c2cccs2)NS1(=O)=O` (stereo unspecified)?
GPR151 ag: 0.4; MITF primary: 5.6; TEAD-YAP block: -4.6; FBW7 activator: -0.2

How did Cc1cccc(CC(=O)Nc2cnn(-c3ccc(C(=O)Nc4cccc(C(F)(F)F)c4)cc3)c2)c1 do in these assays?
GPR151 ag: 0.7; MITF primary: 2.3; TEAD-YAP block: 18.9; FBW7 activator: 0.1

How did N#Cc1c(NC(=O)CSc2nc(N)cc(=O)[nH]2)sc2c1CCCC2 do in these assays?
GPR151 ag: -0.9; MITF primary: 6.8; TEAD-YAP block: -2.4; FBW7 activator: 0.2

Results for COC(=O)C1CCN(S(=O)(=O)c2ccc(C(C)(C)C)cc2)CC1 ?
GPR151 ag: -1.3; MITF primary: 4.8; TEAD-YAP block: 1.1; FBW7 activator: 0.0

What do the screens show for `O=C1N[C@@H](Cc2ccccc2)C(=O)N2CCN(C(=O)OCc3ccccc3)C[C@H]12`?
GPR151 ag: 2.5; MITF primary: 5.9; TEAD-YAP block: 4.7; FBW7 activator: 0.0

Results for O=C(CN1C(=O)CSCC1=O)Nc1ccc(Cl)c(Cl)c1 ?
GPR151 ag: -0.2; MITF primary: 2.5; TEAD-YAP block: 14.2; FBW7 activator: -0.1

How did COc1ccccc1Cn1c(=O)c2cccnc2n(CC(=O)Nc2ccc(C)c(C)c2)c1=O do in these assays?
GPR151 ag: 2.2; MITF primary: 2.5; TEAD-YAP block: 15.0; FBW7 activator: -0.3

How did CCOC(=O)c1cnc2ccc(OC)cc2c1Nc1ccccc1 do in these assays?
GPR151 ag: 0.7; MITF primary: -3.5; TEAD-YAP block: 8.7; FBW7 activator: 0.0

Results for COc1cc(C(=O)Nc2ccc3oc(-c4ccc(C)c(Br)c4)nc3c2)cc(OC)c1OC ?
GPR151 ag: -0.9; MITF primary: 3.1; TEAD-YAP block: 2.0; FBW7 activator: 0.0

Results for O=C(c1cccc(I)c1)N1CCN(c2ccccc2)CC1 ?
GPR151 ag: -2.3; MITF primary: 15.5; TEAD-YAP block: -1.8; FBW7 activator: 0.3

Results for NS(=O)(=O)c1ccc(N=Cc2c(O)[nH]c(=S)[nH]c2=O)cc1 ?
GPR151 ag: -0.2; MITF primary: 5.9; TEAD-YAP block: 1.9; FBW7 activator: 0.1

What do the screens show for `COc1cccc(C(=O)c2c(N)c(C(=O)Nc3cccc(Cl)c3C)c3ccccn23)c1`?
GPR151 ag: -0.7; MITF primary: -8.0; TEAD-YAP block: 3.5; FBW7 activator: 0.0

How did C/C(=N\NC(=O)c1c[nH]c2ccccc12)c1ccco1 do in these assays?
GPR151 ag: -1.0; MITF primary: 18.0; TEAD-YAP block: -29.2; FBW7 activator: 0.1

Results for CC(C)C[C@H]1NC(=O)[C@@H]2C[C@H](NC(=O)Nc3cccc4ccccc34)CN2C1=O ?
GPR151 ag: -0.2; MITF primary: 9.1; TEAD-YAP block: 6.4; FBW7 activator: -0.1

Results for O=C(NC1CCCCC1)N(CCCO)CC(O)Cn1c2ccccc2c2ccccc21 (stereo unspecified) ?
GPR151 ag: -0.9; MITF primary: -8.2; TEAD-YAP block: 2.4; FBW7 activator: -0.2

What do the screens show for `CC(Sc1nc2ccccc2[nH]1)C(=O)NNC(=O)c1ccncc1` (stereo unspecified)?
GPR151 ag: -0.6; MITF primary: 7.3; TEAD-YAP block: 18.0; FBW7 activator: 0.0

How did CC1CCCCC1NC(=O)C1CCN(S(=O)(=O)N2CCOCC2)CC1 (stereo unspecified) do in these assays?
GPR151 ag: -0.5; MITF primary: 2.7; TEAD-YAP block: 9.0; FBW7 activator: -0.1

What do the screens show for `Cc1c(Cl)cccc1NC(=O)C1(C)CC2c3ccccc3C1c1ccccc12` (stereo unspecified)?
GPR151 ag: -0.7; MITF primary: 6.2; TEAD-YAP block: 4.4; FBW7 activator: 0.1

Part of the list above in order of heavy-atom count, largest number first.
What do the screens show for `O=C1N[C@@H](Cc2ccccc2)C(=O)N2CCN(C(=O)OCc3ccccc3)C[C@H]12`?
GPR151 ag: 2.5; MITF primary: 5.9; TEAD-YAP block: 4.7; FBW7 activator: 0.0

How did C/C(=N\NC(=O)c1c[nH]c2ccccc12)c1ccco1 do in these assays?
GPR151 ag: -1.0; MITF primary: 18.0; TEAD-YAP block: -29.2; FBW7 activator: 0.1

How did C=CCN(CC=C)S(=O)(=O)c1ncn[nH]1 do in these assays?
GPR151 ag: 1.8; MITF primary: 3.2; TEAD-YAP block: -0.4; FBW7 activator: -0.2

Next compounds follow:
How did Nc1ccc2c(C(F)(F)F)cc(=O)oc2c1 do in these assays?
GPR151 ag: 0.3; MITF primary: -0.2; TEAD-YAP block: 0.1; FBW7 activator: 0.1

How did CC(=O)N1CCc2cc(Br)cc(S(=O)(=O)NCCN(C)Cc3ccccc3)c21 do in these assays?
GPR151 ag: -1.3; MITF primary: -12.3; TEAD-YAP block: -7.5; FBW7 activator: 0.0

What do the screens show for `Cc1ccc2oc(=O)c3cc(C(=O)NCCc4ccc(S(N)(=O)=O)cc4)sc3c2c1`?
GPR151 ag: 0.4; MITF primary: -8.2; TEAD-YAP block: -6.2; FBW7 activator: -0.2

Results for CN(CC(=O)NCc1ccncc1)S(=O)(=O)c1ccc2ccccc2c1 ?
GPR151 ag: -0.4; MITF primary: -3.0; TEAD-YAP block: -13.3; FBW7 activator: 0.0

How did COc1cc(Cl)c(CN2CCc3nnc(-c4ccccc4)n3CC2)cc1OC do in these assays?
GPR151 ag: -0.8; MITF primary: 8.3; TEAD-YAP block: 11.8; FBW7 activator: -0.1

How did Cc1cc(Br)ccc1NC(=O)c1cn(-c2ccc(F)cc2F)c(=O)c2ccccc12 do in these assays?
GPR151 ag: -2.1; MITF primary: 8.2; TEAD-YAP block: 1.2; FBW7 activator: 0.7

How did Cc1cc(NC(=O)COC(=O)C2CCN(S(=O)(=O)c3ccc(Cl)cc3)CC2)no1 do in these assays?
GPR151 ag: -0.9; MITF primary: -0.7; TEAD-YAP block: -2.0; FBW7 activator: 0.0

How did COc1ccc(Nc2nc(-c3ccc(C)cc3)nc3ccccc23)cc1Cl do in these assays?
GPR151 ag: 0.1; MITF primary: -16.3; TEAD-YAP block: -21.2; FBW7 activator: -0.1

How did COc1ccc(NC(=O)C2C3C=CC4(O3)C2C(=O)N(CCCN2CCCCC2)C4C(=O)NC2CCCC(C)C2C)cc1 (stereo unspecified) do in these assays?
GPR151 ag: -0.5; MITF primary: -10.2; TEAD-YAP block: -4.0; FBW7 activator: 0.0

What do the screens show for `COc1ccc(CCN(C)C2CCCN(Cc3cccc4nonc34)C2)cc1OC` (stereo unspecified)?
GPR151 ag: 0.4; MITF primary: -2.9; TEAD-YAP block: -2.0; FBW7 activator: 0.6

What do the screens show for `CC(=O)NC1C(Oc2cc(C(F)(F)F)cc(C(F)(F)F)c2)OC(CO)C(O)C1O` (stereo unspecified)?
GPR151 ag: 0.5&1.3; MITF primary: -0.4&0.7; TEAD-YAP block: 4.1&-1.5; FBW7 activator: 0.6&0.1

Results for O=C(CSc1nnc(NC(=O)c2c(F)cccc2F)s1)NCc1cccs1 ?
GPR151 ag: -0.3; MITF primary: -2.9; TEAD-YAP block: -5.8; FBW7 activator: -0.2

How did COc1ccc(N(C(=O)C(C)(C)C)C2C=CS(=O)(=O)C2)c(OC)c1 (stereo unspecified) do in these assays?
GPR151 ag: 0.5; MITF primary: 9.8; TEAD-YAP block: 1.0; FBW7 activator: 0.2

What do the screens show for `NC(=O)C1(N2CCCCC2)CCN(C(=S)Nc2ccc(F)c(Cl)c2)CC1`?
GPR151 ag: 5.1*; MITF primary: 12.9; TEAD-YAP block: -0.6; FBW7 activator: 0.0

How did FC(F)(F)c1cc(-c2ccc(Cl)cc2)nc(N2CCCC2)n1 do in these assays?
GPR151 ag: -0.1; MITF primary: 7.1; TEAD-YAP block: 4.8; FBW7 activator: 0.4

What do the screens show for `C=CCC(Nc1ccc(OC)cc1)c1ccco1` (stereo unspecified)?
GPR151 ag: 0.0; MITF primary: 16.7; TEAD-YAP block: -5.7; FBW7 activator: 0.1

What do the screens show for `O=C(CN1CCOCC1)Nc1c(F)c(F)nc(N2CCOCC2)c1F`?
GPR151 ag: -0.1; MITF primary: -4.0; TEAD-YAP block: -0.5; FBW7 activator: 0.0

What do the screens show for `Nc1nc(Cl)cc(Oc2ccccc2F)n1`?
GPR151 ag: -0.8; MITF primary: -7.7; TEAD-YAP block: -8.1; FBW7 activator: 0.0

How did Cc1sc2ncnc(NC3CCCCC3)c2c1C do in these assays?
GPR151 ag: 0.7; MITF primary: 7.8; TEAD-YAP block: 9.7; FBW7 activator: -0.3

Results for CC12CCC(C(=O)Nc3ccccc3C(F)(F)F)(C(=O)C1=O)C2(C)C (stereo unspecified) ?
GPR151 ag: 6.1*; MITF primary: -19.0; TEAD-YAP block: 0.3; FBW7 activator: 0.3
